# MT1-MMP act inh = inhibitors of human MT1-MMP activation; HT1080 RFP-PRO-GFP cells, GFP/RFP ratio fluorescence, overnight; percent of plate control window, DMSO zero; 0.061% of 360,000 active; AID 651647; P50281; GFP/RFP ratio change, % at 20 µM;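 active = GFP/RFP ratio change of at least 30% with cell ATP level not reduced by more than half and red fluorescence within 50% of control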; note: strong numbers were not always called active
#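 Material: RFP-PRO-GFP reporter HT1080 cells. Dosing: single-point 20 µM compound, 1% DMSO. Controls: DMSO and RFP-L50D-GFP cell wells. Timing: cells overnight before dosing, compound overnight, 37 °C, 5% CO2. Measure: GFP/RFP fluorescence ratio.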
# FAS TE block = blocks the thioesterase domain of human fatty acid synthase; inhibition, % at 15 µM; P49327; 0.67% of 360,000 active; recombinant FAS-TE, OMFH fluorogenic substrate, fluorescence endpoint;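 active = compounds whose normalised, plate-corrected inhibition of enzyme fluorescence in the single-dose primary screen is 50% or more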;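 note: 0% = DMSO with enzyme and 100% = substrate without enzyme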
# Rin1-Abl PPI inh = inhibitors of human Rin1-Abl protein interaction; TR-FRET Rin1/Abl binding, biochemical; inhibition, % at 7.35 µM; 0.4% of 360,000 active; AID 588664; in the data active = inhibition above about 5%, passing the limit was not always enough
# E coli Lon inh = inhibits E. coli Lon protease. purified E. coli Lon protease, fluorescence polarization. inhibition, % at 7.94 µM. 0.42% of 360,000 active. AID 602123; in the data active = inhibition above about 13%, passing the limit was not always enough;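 note: 0% = enzyme with probe and DMSO and 100% = no enzyme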
# MsrA inh = inhibits bovine methionine sulfoxide reductase A | purified bovine MsrA, absorbance read-out | 0.75% of 360,000 active | AID 651718 | inhibition, % at 15.5 µM; in the data active = inhibition above about 4.5%;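 note: 0% = vehicle wells with enzyme and 100% = reference inhibitor wells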
# SKN-1 block = inhibitors of C. elegans SKN-1 | C. elegans VP596 Pgst-4::GFP/RFP ratio, acrylamide-induced, 24 h | inhibition, % at 21.8 µM | 0.49% of 360,000 active | AID 624304;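 active = interference check ratio from 0.5 to 1.5 plus GFP to RFP signal ratio inhibition reaching or exceeding a fixed threshold, cut at about 30% in these data, passing the limit was not always enough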; note: some compounds called inactive have numbers as strong as hits
# Neddyl block = inhibitors of human cullin neddylation | P61081+Q13564 | TR-FRET cullin neddylation, biochemical | calls only at 25 µM | 0.58% of 360,000 active | AID 651699; in the data active = inhibition above about 36%
# NRP1-CendR mod = NRP-1/CendR interaction modulation. O14786. FAM-RPARPAR peptide binding to NRP-1, fluorescence polarization. 0.85% of 360,000 active. AID 602438. inhibition, % at 25 µM;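 active = inhibition or corrected inhibition above about 18%, plus a signal ratio from 0.5 to 1.5, limit read from the data, passing the limit was not always enough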; note: strong numbers were not always called active
# bovine MsrA act = activates bovine MsrA enzyme; activation, % at 10.6 µM; 0.3% of 360,000 active; purified bovine MsrA, absorbance read-out; AID 602163; in the data active = activation above about 7.5%;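 note: 0% = vehicle and 100% = reference activator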
# An asterisk follows results filed as active; i = inactive; . = not tested or not shown; + = active, no number.
# Values run as follows: MT1-MMP act inh	FAS TE block	Rin1-Abl PPI inh	E coli Lon inh	MsrA inh	SKN-1 block	Neddyl block	NRP1-CendR mod	bovine MsrA act
c1ccc(-c2[nH]ncc2CN2CCc3ccccc3C2)cc1
    -1	-6	-2	-11	0.5	5	i	-13	-2
CC(C)CCNC(=O)C1CCC(=O)N1CCc1ccccc1 (configuration not stated)
    1	-4	0	-4	-0.9	0	i	-1	0
CN1C(=O)/C(=C\c2ccccc2OCc2ccccc2)SC1=S
    1	15	2	-4	0.1	0	i	-13	2
O=C(CSc1nnc(-c2cccc(Br)c2)o1)NCC1CCCO1 (configuration not stated)
    2	-4	4	-1	-1.5	-2	i	-15	-7
COc1cc(/C=C/C(=O)O)cc2c1OCCO2
    -1	-5	0	1	0.6	4	i	7	-5
Cc1nn(CCCC(=O)NCc2ccc(F)cc2)c(C)c1[N+](=O)[O-]
    1	1	-2	8	-0.2	-3	i	-11	-6
CCOC(=O)CN1Cc2cccc(C(=O)O)c2C1=O
    0	-6	0	-5	0.5	2	i	-3	-4
COc1ccccc1/C=C/c1nc(S(=O)(=O)c2ccccc2)c(NCCN(C)C)o1
    1	-4	0	3	1.5	11	+	3	-1
O=C(OCc1ccccc1)N1CCC2CC1c1c2cccc1N1CCOCC1 (configuration not stated)
    2	-1	2	3	0.3	5	i	10	-8
COCCn1c(Cc2ccccc2)nnc1SCC(=O)N(C)C
    3	-7	-1	7	1.2	11	i	-3	-2
O=C(Nn1cnnc1)c1ccc(Cl)cc1[N+](=O)[O-]
    0	-4	0	-12	-0.6	6	i	-3	-3
Brc1ccc(-c2noc(CCc3ccccc3)n2)o1
    -3	19	-1	4	-0.3	8	i	-12	-1
Fc1ccccc1N1CCN(c2cnc3ccccc3n2)CC1
    3	9	-3	-2	0.3	12	i	24*	3
O=[N+]([O-])c1ccc2c(c1)nc(CO)n2Cc1ccccc1
    2	11	1	1	0.5	4	i	8	-3
C/C(=N\NC(=O)c1ccc(NS(=O)(=O)c2cccs2)cc1)c1ccc(C(C)(C)C)cc1
    2	41	2	0	2.9	-11	i	-2	-9
CC1CCCC(C)N1/N=C/c1ccc(O)cc1 (configuration not stated)
    -3	-6	0	4	-0.1	6	i	10	-4
O=C(NC(NC(=O)c1c(F)cccc1F)c1ccc([N+](=O)[O-])cc1)c1c(F)cccc1F
    1	17	-2	1	-1.2	-3	i	-2	-2
c1ccc(-c2nc(-c3nccc4ccccc34)oc2-c2ccccc2)cc1
    -1	22	-6	-6	1.7	19	.	-13	-3
Cc1ccc(CNS(=O)(=O)CCNC(=O)c2ccc3c(c2)OCO3)cc1
    6	-4	0	2	-0.5	1	i	6	-9
CCO[C@H]1OC(C(=O)N2CCOCC2)=C[C@@H](C2CC2)[C@@H]1CCCO
    0	-16	1	-4	-0.8	-2	i	-1	-5
CCCCc1nnc(NC(=O)C(C)Sc2nc(O)c(Cc3ccccc3)c(=O)[nH]2)s1 (configuration not stated)
    2	1	1	6	1.6	5	i	-2	-2
Cc1c(Cc2ccccc2)c(=O)oc2cc(OCC(=O)N3CCC(C(=O)O)CC3)ccc12
    2	-8	1	-8	2.6	1	.	-2	3
CC(C)(C)c1cc(-n2ccnc2)n2ncc(-c3ccc(Cl)cc3)c2n1
    -8	0	1	4	0.0	11	i	5	-2
CCCCCN(C(=O)CCC(=O)OCC(=O)NC1CCC(C)CC1)c1c(N)n(CCCC)c(=O)[nH]c1=O (configuration not stated)
    -2	-4	5	1	-0.4	1	i	11	-6
Cc1ccc2nc(NC(=O)C3CCN(S(=O)(=O)c4ccc5c(c4)oc(=O)n5C)CC3)sc2c1
    1	30	3	-2	-0.1	-15	i	6	-2
Cn1nc(C(=O)Nc2ccc(Br)cc2)cc1C(=O)Nc1ccc(Br)cc1
    1	-3	0	-4	0.1	-8	i	-4	-4
CCc1nnc(NC(=O)c2ccc(S(=O)(=O)N3CCCCCC3)cc2)s1
    6	-12	0	-14	0.1	-21	i	-12	-11
COc1ccc(C(O)c2nc(-c3ccc4ccccc4c3)cs2)cc1 (configuration not stated)
    -6	20	-4	1	0.1	6	i	33*	-1
CCOC(=O)c1c(C)c(/C=N/Nc2ccccc2)n(C)c1C
    -6	10	2	0	1.2	-9	i	-11	-1
Oc1c(C(c2ccccc2)N2CCCCC2)sc2ncnn12 (configuration not stated)
    -3	-7	2	2	-1.5	-4	i	10	-2
CCC1CCCCN1Cc1ccc(CNC(=O)CCc2nnc3ccc(N4CCCCC4)nn23)o1 (configuration not stated)
    -1	2	1	-7	0.7	-6	i	-8	-5
C[C@H](CO)N1C[C@H](C)[C@H](CN(C)S(C)(=O)=O)Oc2c(cccc2N(C)C)C1=O
    -1	-11	-3	1	1.1	12	i	8	-5
CC(C)OC(=O)CSc1nnc(-c2ccc(Cl)cc2)n1N
    7	-3	2	6	-0.3	3	i	8	-1
COc1ccc2nc(NC(=O)CN3CCOCC3)sc2c1
    -2	-12	1	0	0.0	17	i	21*	-4
CC1(C)CC(=O)C(CC2C(=O)CC(C)(C)CC2=O)C(=O)C1
    0	-5	1	4	1.8	0	i	2	-3
Cc1ccc(O)c(C(=O)c2cnc3c(c2)COc2ccc(C)cc2-3)c1
    -8	15	1	0	0.9	12	i	-7	-4
Cc1ccc(-n2c(SCC(=O)N/N=C/C=C/c3ccccc3[N+](=O)[O-])nc3ccccc3c2=O)cc1
    -2	48	-4	16	2.9	-6	i	0	-2
COCc1cc(=O)[nH]c(SC)n1
    1	-7	-1	0	-0.9	-15	i	-17	-1
CCOc1ccc(CCNC(=O)c2cc(-c3ccccc3)c(N3CCOCC3)s2)cc1
    -4	32	-6	-2	0.1	19	i	-6	0
COC(=O)c1cccc(N(C(=O)c2cnccn2)C(C(=O)NCc2ccccc2)c2ccco2)c1 (configuration not stated)
    -1	-7	7	6	0.8	5	i	10	-5
O=C(O)C1CC=CCC1C(=O)NNc1c(Cl)cc(Cl)cc1Cl (configuration not stated)
    9	-4	2	-4	-1.1	-2	i	-5	-1
CC(=O)N1CCCc2cc(S(=O)(=O)Nc3ccc(C)cc3C)ccc21
    0	-28	0	-10	-1.0	6	i	-15	-4
COc1cc2ccccc2cc1C(=O)NC(=S)Nc1cccc(C(=O)O)c1C
    4	-7	-5	-11	0.7	-9	i	-14	-6
COc1ccc(CCNC(=O)CNCCc2ccc(F)cc2)cc1
    -1	-2	2	-3	1.1	19	i	4	-1
CN(C)c1ccc(/C=C2\SC(=O)N(CCc3nnc(N)s3)C2=O)cc1
    -108	-18	-21	-132	0.8	24	i	-93	-9
C[C@H]1CN=C(N(C)C)N1CC1CCC(C(C)(C)C)CC1 (some centres not stated)
    5	-21	4	1	0.4	-1	i	3	0
N#Cc1cnn2c3c(cnc12)C(=O)N1CCc2ccccc2C1C3 (configuration not stated)
    -2	2	2	-3	-0.3	-9	.	8	-2
CCCN1C2CCCC1CC(NC(=O)c1ccccc1)C2 (configuration not stated)
    8	-6	1	-1	-0.4	-8	i	4	-5
O=C1NC[C@H](CCCCN2C[C@H](Cc3ccccc3)N(CC3CCCCC3)C(=O)C2=O)N(CCC2CCCCC2)C1=O
    5	24	.	-5	0.1	-14	i	-2	0
Cc1ccc(S(=O)(=O)N2CCN(CC(=O)N(CC(C)C)c3c(N)n(CC(C)C)c(=O)[nH]c3=O)CC2)c(C)c1
    -1	-10	1	-3	-1.6	4	i	49*	-4

# New compounds follow
# Values run as follows: MT1-MMP act inh	FAS TE block	Rin1-Abl PPI inh	E coli Lon inh	MsrA inh	SKN-1 block	Neddyl block	NRP1-CendR mod	bovine MsrA act
CC1CCN(CCC(=O)Nc2ccccc2)CC1
    0	-3	0	1	0.5	-8	i	-5	-1
CCn1c(/C=C/N(C(C)=O)c2ccccc2)[n+](CC)c2ccc(Cl)cc21
    -4	-13	0	-7	1.5	20	i	-11	-1
CCN(CC)S(=O)(=O)c1cc(C(=O)N(C)CC(=O)Nc2ccc(Cl)cc2)ccc1Cl
    -2	26	-2	9	0.1	-9	i	1	-1
CCN=C1Sc2nc3ccc(OCC)cc3cc2CN1CCOC
    2	4	3	5	-0.2	2	i	1	-12
C[C@H](CO)N1C[C@H](C)[C@@H](CN(C)C(=O)Nc2ccc(C(F)(F)F)cc2)Oc2c(cccc2N(C)C)C1=O
    1	8	4	10	-0.3	-2	i	7	-9
CCOC(=O)C1=C(CNC2CCCCC2)NC(=O)NC1c1cc(C)ccc1C (configuration not stated)
    -2	-3	4	-11	-1.6	-6	i	-1	-3
Cc1cc(NS(=O)(=O)c2ccc(NC(=S)NC(=O)/C=C/c3ccccc3)cc2)no1
    -2	1	-1	-7	1.2	23	i	-55	-3
C[C@H](CO)N1C[C@H](C)[C@@H](CN(C)C(=O)NC2CCCCC2)Oc2c(NC(=O)Nc3ccc(C(F)(F)F)cc3)cccc2C1=O
    5	85*	0	5	-0.7	-7	i	-4	0
CCOC(=O)C(=CNCC(=O)OC)C(=O)OCC
    0	-8	-1	-5	-0.7	9	i	-3	-4
CCOc1cccc(OCCCCN2CCOCC2)c1
    -1	-12	3	-9	0.2	8	i	19	-2
S=C(NCc1ccccc1)Nc1ccc2ccccc2c1
    -11	12	-1	-7	-0.2	-14	i	-5	-4
CCOc1cc(/C=C2/NC(=O)N(CC(=O)OC)C2=O)ccc1OC
    3	-5	2	-7	2.6	-12	i	1	-4
COc1cccc(/C=C(\C#N)c2nc3ccccc3[nH]2)c1OCC(=O)O
    -4	-10	-2	-44	3.2	-14	i	-26	-14

# Shown bar-delimited: 12 of the compounds above
compound | MT1-MMP act inh | FAS TE block | Rin1-Abl PPI inh | E coli Lon inh | MsrA inh | SKN-1 block | Neddyl block | NRP1-CendR mod | bovine MsrA act
CCn1c(/C=C/N(C(C)=O)c2ccccc2)[n+](CC)c2ccc(Cl)cc21 | -4 | -13 | 0 | -7 | 1.5 | 20 | i | -11 | -1
CCN(CC)S(=O)(=O)c1cc(C(=O)N(C)CC(=O)Nc2ccc(Cl)cc2)ccc1Cl | -2 | 26 | -2 | 9 | 0.1 | -9 | i | 1 | -1
CCN=C1Sc2nc3ccc(OCC)cc3cc2CN1CCOC | 2 | 4 | 3 | 5 | -0.2 | 2 | i | 1 | -12
C[C@H](CO)N1C[C@H](C)[C@@H](CN(C)C(=O)Nc2ccc(C(F)(F)F)cc2)Oc2c(cccc2N(C)C)C1=O | 1 | 8 | 4 | 10 | -0.3 | -2 | i | 7 | -9
CCOC(=O)C1=C(CNC2CCCCC2)NC(=O)NC1c1cc(C)ccc1C (configuration not stated) | -2 | -3 | 4 | -11 | -1.6 | -6 | i | -1 | -3
Cc1cc(NS(=O)(=O)c2ccc(NC(=S)NC(=O)/C=C/c3ccccc3)cc2)no1 | -2 | 1 | -1 | -7 | 1.2 | 23 | i | -55 | -3
C[C@H](CO)N1C[C@H](C)[C@@H](CN(C)C(=O)NC2CCCCC2)Oc2c(NC(=O)Nc3ccc(C(F)(F)F)cc3)cccc2C1=O | 5 | 85* | 0 | 5 | -0.7 | -7 | i | -4 | 0
CCOC(=O)C(=CNCC(=O)OC)C(=O)OCC | 0 | -8 | -1 | -5 | -0.7 | 9 | i | -3 | -4
CCOc1cccc(OCCCCN2CCOCC2)c1 | -1 | -12 | 3 | -9 | 0.2 | 8 | i | 19 | -2
S=C(NCc1ccccc1)Nc1ccc2ccccc2c1 | -11 | 12 | -1 | -7 | -0.2 | -14 | i | -5 | -4
CCOc1cc(/C=C2/NC(=O)N(CC(=O)OC)C2=O)ccc1OC | 3 | -5 | 2 | -7 | 2.6 | -12 | i | 1 | -4
COc1cccc(/C=C(\C#N)c2nc3ccccc3[nH]2)c1OCC(=O)O | -4 | -10 | -2 | -44 | 3.2 | -14 | i | -26 | -14

# Assay outcomes as filed in PubChem.
